# TcdB inh – TcdB glycohydrolase inhibitors, primary screen, biochemical, single point, plate reader. Toxin B (Clostridioides difficile), P18177. TcdB glycohydrolase enzymatic assay. inhibition, % at 9.99 µM. 350,000 compounds, 0.24% hits. AID 652162, 2013; in the data active = inhibition above about 10%
# Numbers without * were called inactive. Some of the compounds tested. The share of hits here may be higher or lower than overall.
SMILES,TcdB inh
CNC(=O)C[C@@H]1CC[C@@H]2[C@@H](COc3ccc(NC(=O)Nc4ccc(F)cc4)cc3C(=O)N2C)O1,0.7
COCC#Cc1ccc2c(c1)O[C@@H](CN(C)C(=O)Nc1ccccc1F)[C@H](C)CN([C@H](C)CO)S2(=O)=O,-0.6
COc1ccc2c3c(n(C)c2c1)[C@@H](CO)N(C(=O)C1CCCC1)CC31CCN(Cc2cccc(F)c2)CC1,1.1
Cc1cccc(-c2ccc([C@H]3[C@H]4CN(C(=O)NC5CCCCC5)CC(=O)N4[C@H]3CO)cc2)c1,0.3
CC(C)C#Cc1ccc2c(c1)O[C@@H](CN(C)C(=O)c1cnccn1)[C@H](C)CN([C@H](C)CO)S2(=O)=O,-0.2
COC(=O)C[C@H]1C[C@H]2c3cc(NC(=O)Nc4ccccc4F)ccc3O[C@H]2[C@H](CO)O1,-2.6
Cc1noc(C)c1NC(=O)N(C)C[C@H]1Oc2ccc(N(C)C)cc2C(=O)N([C@H](C)CO)C[C@@H]1C,-7.3
CCOC(=O)N1CCN(C(C(=O)NC2CCCC2)C(C)C)CC1 (configuration not stated),-0.3
CN(C)CC#Cc1ccc([C@@H]2[C@@H](CO)N3C(=O)CN(C(=O)c4cccnc4)C[C@H]23)cc1,0.1
COc1ccccc1-c1cn(CC[C@@H]2CC[C@@H](NS(=O)(=O)c3ccccc3C)[C@@H](CO)O2)nn1,-6.6
N#C[C@@H]1[C@@H](c2ccccc2C2=CCCC2)[C@H](CO)N1C(=O)Cc1ccncc1,-1.8
O=C1CN(S(=O)(=O)c2cccc(F)c2)C[C@H]2[C@H](c3ccc(C4=CCCC4)cc3)[C@@H](CO)N12,0.1
COc1ccccc1S(=O)(=O)N[C@H]1CC[C@@H](CCn2cc(C3CCCCC3)nn2)O[C@H]1CO,-2.8
C[C@@H]1CN([C@H](C)CO)C(=O)c2cc(NS(=O)(=O)c3ccccc3)ccc2O[C@@H](C)CCCCO[C@H]1CN(C)C(=O)NC1CCCCC1,1.2
COc1ccc(-c2ccc([C@H]3[C@H](CO)N4C(=O)CN(C(=O)c5ccccn5)C[C@@H]34)cc2)cc1,0.5
COc1cc([N+](=O)[O-])c(OC)cc1Nc1ccccc1C(=O)O,0.1
CN(c1cccnc1)c1ccc(NC(=O)Cc2c[nH]c3ccccc23)cc1-c1ccc(F)c(F)c1,-0.4
O=C(C[C@@H]1CC[C@H]2[C@@H](COC[C@@H](O)CN2C(=O)c2ccncc2)O1)NCc1ccc(-c2ccccc2)cc1,1.2
COc1cccc(C(C(=O)NCc2ccccc2)N2CCN(CCN3CCOCC3)CC2)c1OC (configuration not stated),1.4
O=C(Nc1cccc(F)c1)N1CC(=O)N2[C@@H](CO)[C@@H](c3ccc(-c4ccc(F)cc4)cc3)[C@@H]2C1,-2.2
C[C@@H]1CN([C@@H](C)CO)C(=O)c2cc(NC(=O)NC3CCCCC3)ccc2O[C@@H](C)CCCCO[C@@H]1CN(C)C(=O)Nc1ccccc1,-0.3
CC(C)NC(=O)Nc1ccc2c(c1)C(=O)N([C@H](C)CO)C[C@H](C)[C@H](CN(C)C(=O)CCC(F)(F)F)OCCCC[C@H](C)O2,-2.7
O=C(Nc1ccccc1F)N1C[C@@H]2[C@H](c3ccccc31)[C@H](CO)N2C(=O)c1ccccn1,-2.8
CN(C)CC(=O)N1[C@H](CO)[C@H](c2ccccc2-c2ccccc2F)[C@@H]1C#N,-0.1

# 13 entries from above, as tab-separated lines:
compound	TcdB inh
O=C1CN(S(=O)(=O)c2cccc(F)c2)C[C@H]2[C@H](c3ccc(C4=CCCC4)cc3)[C@@H](CO)N12	0.1
COc1ccccc1S(=O)(=O)N[C@H]1CC[C@@H](CCn2cc(C3CCCCC3)nn2)O[C@H]1CO	-2.8
C[C@@H]1CN([C@H](C)CO)C(=O)c2cc(NS(=O)(=O)c3ccccc3)ccc2O[C@@H](C)CCCCO[C@H]1CN(C)C(=O)NC1CCCCC1	1.2
COc1ccc(-c2ccc([C@H]3[C@H](CO)N4C(=O)CN(C(=O)c5ccccn5)C[C@@H]34)cc2)cc1	0.5
COc1cc([N+](=O)[O-])c(OC)cc1Nc1ccccc1C(=O)O	0.1
CN(c1cccnc1)c1ccc(NC(=O)Cc2c[nH]c3ccccc23)cc1-c1ccc(F)c(F)c1	-0.4
O=C(C[C@@H]1CC[C@H]2[C@@H](COC[C@@H](O)CN2C(=O)c2ccncc2)O1)NCc1ccc(-c2ccccc2)cc1	1.2
COc1cccc(C(C(=O)NCc2ccccc2)N2CCN(CCN3CCOCC3)CC2)c1OC (configuration not stated)	1.4
O=C(Nc1cccc(F)c1)N1CC(=O)N2[C@@H](CO)[C@@H](c3ccc(-c4ccc(F)cc4)cc3)[C@@H]2C1	-2.2
C[C@@H]1CN([C@@H](C)CO)C(=O)c2cc(NC(=O)NC3CCCCC3)ccc2O[C@@H](C)CCCCO[C@@H]1CN(C)C(=O)Nc1ccccc1	-0.3
CC(C)NC(=O)Nc1ccc2c(c1)C(=O)N([C@H](C)CO)C[C@H](C)[C@H](CN(C)C(=O)CCC(F)(F)F)OCCCC[C@H](C)O2	-2.7
O=C(Nc1ccccc1F)N1C[C@@H]2[C@H](c3ccccc31)[C@H](CO)N2C(=O)c1ccccn1	-2.8
CN(C)CC(=O)N1[C@H](CO)[C@H](c2ccccc2-c2ccccc2F)[C@@H]1C#N	-0.1

# The list continues:
SMILES,TcdB inh
Cc1noc(C)c1NC(=O)Nc1cccc2c1O[C@@H](CN(C)CC1CCCCC1)[C@H](C)CN([C@@H](C)CO)C2=O,-0.5
COCC(=O)N(C)C[C@H]1Oc2ncc(-c3cccc(OC)c3)cc2C(=O)N([C@@H](C)CO)C[C@@H]1C,0.3
O=C(Nc1ccccc1Cl)N1C[C@H]2[C@@H](c3ccccc31)[C@@H](CO)N2C(=O)c1cccnc1,-0.7
C[C@H]1CN([C@@H](C)CO)C(=O)c2cccc(NC(=O)C3CCCCC3)c2O[C@@H]1CN(C)S(=O)(=O)c1ccc(Cl)cc1,1.0
CCCNC(=O)N1[C@H](C#N)[C@@H](c2ccc(/C=C/c3ccccc3)cc2)[C@H]1CO,0.0
COc1ccc(S(=O)(=O)N(C)C[C@@H]2Oc3ccc(NS(C)(=O)=O)cc3CC(=O)N([C@H](C)CO)C[C@@H]2C)cc1,0.4
C[C@@H]1CCCCO[C@H](CN(C)C(=O)CCC(F)(F)F)[C@H](C)CN([C@@H](C)CO)C(=O)c2cc(NS(=O)(=O)c3ccc(F)cc3)ccc2O1,1.2
C[C@@H]1CCCCO[C@H](CN(C)C(=O)c2ccccc2)[C@@H](C)CN([C@H](C)CO)C(=O)c2cc(NS(=O)(=O)c3cccs3)ccc2O1,0.3
C[C@H](CO)N1C[C@H](C)[C@H](CN(C)C(=O)Nc2ccc(F)cc2)Oc2ccc(NC(=O)Cc3ccccc3)cc2C1=O,-2.3
CC(C)NC(=O)N(C)C[C@H]1Oc2ccc(NC(=O)CCC(F)(F)F)cc2C(=O)N([C@@H](C)CO)C[C@@H]1C,-0.6
O=C(NCc1ccccn1)[C@@H]1[C@@H](CO)[C@@H]2Cn3c(cccc3=O)[C@@H]2N1CCc1ccccc1,-0.8
C[C@H]1CN([C@@H](C)CO)C(=O)c2cc(-c3ccc(C#N)cc3)cnc2O[C@@H]1CN(C)CC1CCCC1,-0.1
CC(=O)N(C)C[C@H]1Oc2cc(-c3cncnc3)ccc2S(=O)(=O)N([C@@H](C)CO)C[C@H]1C,1.0
Cc1ccc(-c2ccc3c(c2)O[C@H](CN(C)C(=O)C2CCC2)[C@H](C)CN([C@H](C)CO)S3(=O)=O)cc1,-0.2
C[C@@H]1CCCCO[C@@H](CN(C)C(=O)NC2CCCCC2)[C@H](C)CN([C@@H](C)CO)C(=O)c2cc(NS(=O)(=O)c3cccs3)ccc2O1,-0.3
COc1ccccc1C#Cc1cnc2c(c1)C(=O)N([C@H](C)CO)C[C@@H](C)[C@H](CN(C)C(=O)CC1CC1)O2,-0.1
COc1ccccc1CN1[C@H](CO)[C@H]2c3ccccc3N(C(=O)c3ccncc3)C[C@H]21,-0.3
COC(=O)[C@@H]1[C@@H](CO)[C@@H]2Cn3c(ccc(C4=CCCC4)c3=O)[C@H]1N2S(=O)(=O)c1cn(C)cn1,0.1
COc1ccccc1CNC(=O)C[C@@H]1CC[C@H]2[C@@H](COC[C@H](O)CN2C(=O)Nc2ccccc2)O1,-0.2
CN(C)C(=O)c1cccc(-c2ccc([C@@H]3[C@H](CO)N4C(=O)CN(C(=O)C5CCC5)C[C@@H]34)cc2)c1,-0.5
CC(C)NC(=O)Nc1ccc2c(c1)CC(=O)N([C@H](C)CO)C[C@H](C)[C@H](CN(C)Cc1ccc(C(F)(F)F)cc1)O2,0.0
CN(C)C(=O)c1ccc(-c2ccc([C@H]3[C@@H](CO)N4C(=O)CN(C(=O)C5CCCC5)C[C@@H]34)cc2)cc1,-9.2
O=C(N[C@H]1CC[C@H](CCNC(=O)C2CCCCC2)O[C@H]1CO)c1ccncc1,-0.7
C[C@@H]1CCCCO[C@H](CN(C)C(=O)C2CCCCC2)[C@@H](C)CN([C@H](C)CO)C(=O)c2cc(NC(=O)CCCCCC(=O)Nc3ccccc3N)ccc2O1,-11
COc1ccc(CN(C)C[C@@H]2Oc3c(NC(=O)NC(C)C)cccc3C(=O)N([C@H](C)CO)C[C@@H]2C)cc1,-0.2
Cc1ccc(S(=O)(=O)Nc2ccc3c(c2)CC(=O)N([C@@H](C)CO)C[C@H](C)[C@@H](CN(C)C(=O)Nc2ccc4c(c2)OCO4)O3)cc1,0.3
Cc1cc(C(=O)Nc2ccc3c(c2)C(=O)N(C)[C@@H]2CC[C@@H](CC(=O)N[C@H](C)c4ccccc4)O[C@H]2CO3)no1,2.3
COc1ccc(NC(=O)Nc2ccc3c(c2)[C@@H]2C[C@@H](CC(=O)NCC(F)(F)F)O[C@@H](CO)[C@@H]2O3)cc1,-0.7
C[C@H](CO)N1C[C@H](C)[C@H](CN(C)C(=O)Nc2ccc3c(c2)OCO3)Oc2ccc(NC(=O)CCCCCC(=O)Nc3ccccc3N)cc2CC1=O,-1.5
C[C@@H]1CN([C@H](C)CO)C(=O)c2cc(NC(=O)CCC(F)(F)F)ccc2O[C@H]1CN(C)Cc1ccc(Cl)c(Cl)c1,-0.3
CC(C)C(=O)Nc1ccc2c(c1)C(=O)N(C)[C@@H]1CC[C@H](CC(=O)NCc3ccccc3)O[C@@H]1CO2,-0.1
COCCNC(=O)C[C@H]1CC[C@H]2[C@@H](COC[C@@H](O)CN2C(=O)Nc2ccccc2OC)O1,-0.4
Cc1noc(C)c1S(=O)(=O)N(C)C[C@@H]1OCCCC[C@@H](C)Oc2ccc(NC(=O)Nc3cccc4ccccc34)cc2C(=O)N([C@H](C)CO)C[C@H]1C,1.2
C/C=C/c1ccc([C@@H]2[C@@H](CO)N(C(=O)CN(C)C)C23CN(C(=O)C2CCC2)C3)cc1,-0.4
COc1ccc(-c2cnc3c(c2)C(=O)N([C@H](C)CO)C[C@@H](C)[C@H](CN(C)C(=O)Cc2ccccc2)O3)cc1,-1.1
CO[C@@H]1CN(C)C(=O)c2ccc(NC(C)=O)cc2OC[C@H](C)N(C(=O)c2ccccn2)C[C@H]1C,-1.9
C[C@@H]1CN([C@@H](C)CO)C(=O)c2cccc(NC(=O)C3CC3)c2O[C@@H]1CN(C)C(=O)NC1CCCCC1,-0.4
Cc1noc(C)c1NC(=O)N[C@H]1CC[C@H](CC(=O)NCc2ccc(Cl)c(Cl)c2)O[C@@H]1CO,-1.9
COc1ccc2c3c(n(C)c2c1)[C@@H](CO)N(C(=O)c1ccccn1)CC31CCN(C(=O)c2ccccn2)CC1,1.3
C/C=C/c1ccc([C@@H]2[C@H](CO)N(C(C)=O)[C@H]2CNC(=O)c2ccncc2)cc1,-1.1
CCC(C)CN1C(=O)CSCC1(C)C(=O)NC(C)C (configuration not stated),0.6
C[C@H](CO)N1C[C@H](C)[C@H](CN(C)CC2CC2)OCc2ccccc2-c2c(n(C)c3ccccc23)C1=O,-16
CC(C)CC#Cc1ccc2c(c1)O[C@H](CN(C)C(=O)c1ccccc1)[C@@H](C)CN([C@H](C)CO)S2(=O)=O,1.5
COc1ccc(NC(=O)Nc2ccc3c(c2)C(=O)N([C@H](C)CO)C[C@H](C)[C@@H](CN(C)C(=O)Nc2ccc4c(c2)OCO4)OCCCC[C@@H](C)O3)cc1,0.2
C[C@@H]1CCCCO[C@H](CN(C)C(=O)c2ccncc2)[C@H](C)CN([C@@H](C)CO)C(=O)c2cc(NC(=O)c3ccncc3)ccc2O1,-0.1
C[C@@H]1CN([C@H](C)CO)C(=O)c2cc(NC(=O)Nc3ccc(C(F)(F)F)cc3)ccc2O[C@@H](C)CCCCO[C@@H]1CN(C)CC1CCCCC1,-0.9
CCCNC(=O)C[C@@H]1CC[C@@H]2[C@H](COC[C@H](O)CN2C(=O)c2cccnc2)O1,-0.8
C[C@H](CO)N1C[C@H](C)[C@@H](CN(C)C)Oc2ccc(NS(=O)(=O)c3ccc(F)cc3)cc2C1=O,-0.4
C[C@@H]1CCCCO[C@H](CN(C)C(=O)CCCN(C)C)[C@@H](C)CN([C@H](C)CO)C(=O)c2cc(NC(=O)CCC(F)(F)F)ccc2O1,-0.4
COc1ccc(C#Cc2ccc([C@@H]3[C@H](CO)N4CCCCN(C(=O)Cc5ccccc5)C[C@@H]34)cc2)cc1,0.4
COc1cccc(C(=O)Nc2ccc3c(c2)C(=O)N(C)[C@@H]2CC[C@@H](CC(=O)NCc4ccccc4F)O[C@@H]2CO3)c1,-0.3
O=C(N[C@@H]1CC[C@H](CCNC(=O)C2CCCC2)O[C@@H]1CO)c1ccccn1,-0.5
C[C@H](CO)N1C[C@H](C)[C@@H](CN(C)Cc2cncnc2)Oc2cc(-c3cccnc3)ccc2S1(=O)=O,-0.8
C[C@@H]1CCCCO[C@H](CN(C)Cc2ccc(C(=O)O)cc2)[C@H](C)CN([C@@H](C)CO)C(=O)c2cc(NC(=O)Nc3ccccc3)ccc2O1,-4.3
CCN(C[C@H]1N[C@@H](CO)[C@H]1c1ccccc1)C(=O)c1ccccc1,-0.2
N#C[C@H]1[C@@H](c2ccccc2C2=CCCCC2)[C@H](CO)N1S(=O)(=O)c1ccccc1,1.1
Cc1noc(C)c1NC(=O)N[C@@H]1C=C[C@@H](CC(=O)NCc2ccc(Cl)c(Cl)c2)O[C@@H]1CO,-0.1
